TAAR1 ag – agonists of human TAAR1. Q96RJ0. CHO RD-HGA16 TAAR1, Fluo-8 calcium fluorescence; vehicle wells 0%, saturating PEA agonist 100%. activation, % at 3 µM. actives 0.99% (n = 360,000). AID 624467;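 active = activation above the mean activation of all test compounds in the run plus 3 SD, cut at about 38% in these data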
Target sequence (Q96RJ0 whole entry, looked up): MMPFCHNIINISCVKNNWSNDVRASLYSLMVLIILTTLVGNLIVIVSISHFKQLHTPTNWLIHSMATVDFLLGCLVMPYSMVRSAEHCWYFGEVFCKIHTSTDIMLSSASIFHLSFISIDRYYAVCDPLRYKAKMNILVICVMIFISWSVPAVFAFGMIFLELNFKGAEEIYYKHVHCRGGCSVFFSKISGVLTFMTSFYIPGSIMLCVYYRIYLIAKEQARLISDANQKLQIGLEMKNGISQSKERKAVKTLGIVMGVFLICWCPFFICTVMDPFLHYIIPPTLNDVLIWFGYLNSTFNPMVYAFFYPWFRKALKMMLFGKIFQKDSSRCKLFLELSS
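Test system: RD-HGA16 (CHO) cells co-expressing Gα16 and hTAAR1 | Doses: Single dose, 3 µM | Schedule: 17-24 h seeding, 75 min 37 °C dye, 30 min RT | Evaluation: % activation from peak over basal fluorescence ratio, DMSO-to-PEA scaled | Technique: Kinetic Fluo-8 calcium fluorescence | Benchmarks: Low control DMSO, high control PEA (EC100)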
TAAR1 antagonist – human TAAR1 antagonism | inhibition, % at 3 µM | actives 1.5% (n = 360,000) | CHO RD-HGA16 TAAR1, Fluo-8 calcium fluorescence, antagonist;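 active = inhibition above a per-plate cutoff, the mean inhibition of test compounds on that plate plus 3 SD, cut at about 49% in these data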;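 also: 0% = DMSO plus EC80 beta-PEA response and 100% = DMSO alone without agonist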
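Test system: CHO RD-HGA16 cells bearing hTAAR1 | Reagent: β-PEA, EC80 | Compound dosing: 3 µM, single point | Schedule: Dye loading 75 min at 37 °C, then 30 min room temperature | Signal: Calcium fluorescence with Fluo-8 | Evaluation: Percent inhibition of PEA-evoked calcium signal, max/basal emission ratio | Control set: DMSO-only wells and EC80 β-PEA-stimulated wells | Repeats: Singlicate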
CHRM1 agonist – activates human CHRM1 receptor; CHO-K1 hM1, Fluo-8 calcium fluorescence, agonist mode; 0% DMSO, 100% acetylcholine EC100; activation, % at 3 µM; actives 0.33% (n = 360,000);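 active = activation above the run's mean compound activation plus 3 SD, cut at about 16% in these data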;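 also: peak over basal fluorescence ratio within a 140 s kinetic read after compound addition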
Target sequence (P11229 whole entry, looked up): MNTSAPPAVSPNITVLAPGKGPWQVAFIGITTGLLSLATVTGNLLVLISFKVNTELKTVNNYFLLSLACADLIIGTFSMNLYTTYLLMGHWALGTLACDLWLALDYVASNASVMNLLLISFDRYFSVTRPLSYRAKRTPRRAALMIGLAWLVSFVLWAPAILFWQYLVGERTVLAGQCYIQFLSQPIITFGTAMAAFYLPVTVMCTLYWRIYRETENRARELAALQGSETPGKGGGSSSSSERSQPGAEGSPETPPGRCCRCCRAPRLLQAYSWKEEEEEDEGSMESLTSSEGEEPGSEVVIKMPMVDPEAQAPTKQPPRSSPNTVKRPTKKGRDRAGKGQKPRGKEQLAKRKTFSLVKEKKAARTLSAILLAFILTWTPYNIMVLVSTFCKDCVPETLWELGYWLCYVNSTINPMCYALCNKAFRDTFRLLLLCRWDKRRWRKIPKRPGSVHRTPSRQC
M1 antag – antagonists of human M1 muscarinic receptor; P11229; CHO-K1 hM1, Fluo-8 calcium fluorescence, ACh EC80 antagonist; inhibition, % at 3 µM; actives 1.3% (n = 360,000); AID 588852;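 active = percent inhibition above its own plate's cutoff, namely the mean of that plate's compound wells plus 3 SD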;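 also: peak over basal fluorescence ratio during 140 s after agonist addition; 0% = ACh EC80 plus DMSO and 100% = DMSO alone without agonist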
CHO parental Ca – counter-screen for OX1R antagonists: effect in parental CHO cells | actives 0.63% (n = 330,000) | parental CHO-K1, ATP-induced calcium, Fluo-8 fluorescence | inhibition, % at 5.6 µM;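 active = inhibition above that plate's mean sample inhibition plus 3 SD, cut at about 26% in these data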;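 also: 0% = ATP-challenged DMSO wells and 100% = DMSO wells without ATP; some compounds past the cut are filed as inactive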
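Material – parental CHO cells · Reagent – ATP stimulus · Compound – single nominal dose of 5.6 µM per compound · Detection – Fluo-8 fluorescence · Read-out basis – percent inhibition of calcium signal · Controls – ATP-challenged DMSO wells low, unchallenged DMSO wells high · Repeats – no replicates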
M1 PAM parental – M1 PAM counterscreen hit in parental CHO-K1 cells | ATP EC20, Fluo-8 calcium fluorescence; 0% at ATP EC20, 100% at ATP max | activation, % at 3 µM | actives 0.02% (n = 360,000) | AID 602247;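 active = activation above the run cutoff, the mean activation of all test compounds plus 3 SD, cut at about 40% in these data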;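 also: peak over basal fluorescence ratio in a 140 s read after ATP addition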
CHO-K1 Ca antag – counter-screen for M1 antagonists: effect in parental CHO-K1 cells; ATP-induced calcium, Fluo-8 fluorescence; inhibition, % at 3 µM; actives 0.6% (n = 360,000); AID 602250;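 active = inhibition above a per-plate cutoff, the plate's mean sample inhibition plus 3 SD, cut at about 24% in these data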;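 also: 0% = DMSO plus EC80 ATP and 100% = DMSO alone without ATP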
OXTR potentiator – human OXTR potentiation. actives 0.061% (n = 320,000). CHO-OTR cells, Fluo-8 calcium fluorescence, potentiator mode; 0% = oxytocin EC15, 100% = EC100. activation, % at 3 µM. P30559;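 active = activation above that plate's cutoff, the mean activation of tested compounds plus 3 SD, cut at about 6.6% in these data, passing the limit was not always enough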;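 also: 100% uses oxytocin at 75 nM as the full agonist control; some results filed as inactive read as strong as hits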
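Material: human OTR in CHO cells. Compound: 3.0 µM, one dose. Timing: compound 6 min at room temperature before oxytocin, 100 s read. Evaluation: % activation of max/min ratio relative to oxytocin controls. Replication: single well per compound, singlicate. Signal: Fluo-8 calcium dye fluorescence.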
M1 ag parental – M1 agonist counterscreen hit in parental CHO-K1 cells; Fluo-8 calcium fluorescence; scaled to maximal ATP response, vehicle zero; activation, % at 3 µM; actives 0.48% (n = 360,000); in the data active = activation above about 15%;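 also: untransfected CHO-K1 host cells lacking M1 receptor as counterscreen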
* marks the source's active call; other numbers are inactive results; · = not tested or not shown. Rows are unselected; 4.2% or so of the library scored in one or more.

SMILES	TAAR1 ag	TAAR1 antagonist	CHRM1 agonist	M1 antag	CHO parental Ca	M1 PAM parental	CHO-K1 Ca antag	OXTR potentiator	M1 ag parental
CCOc1ccccc1C(=O)N1CCCCC1C (stereo not given)	0	3	-1	-4	0	1	8	-9	0.2
COc1ccc(C2C=C(C)Nc3nc(SC)nn32)cc1 (stereo not given)	2	9	-4	-6	-18	16	-2	0	-0.2
CCc1c(C)c(C#N)c2nc3ccccc3n2c1Nc1c(C)n(C)n(-c2ccccc2)c1=O	-1	10	-1	-4	-1	3	2	1	2.2
O=C(c1ccc([N+](=O)[O-])cc1)N(C1=NCCCCS1)c1ccccc1	-1	-10	-4	1	-20	3	-10	-4	0.0
CCc1cc2c(SCC(=O)C(C#N)=C3N(C)c4ccccc4N3C)ncnc2s1	-1	-3	-3	7	-12	-7	8	-12	0.1
Cc1nn(-c2ccc([N+](=O)[O-])cc2)c(N)c1-c1ccccc1	7	25	-4	11	6	-5	-8	-6	4.3
O=C(Nc1ccc(S(=O)(=O)N2CCCCC2)cc1)C1CC(=O)N(c2ccccc2)C1 (stereo not given)	4	-7	-6	-4	-6	10	-14	-12	4.5
Cc1ccc(NC(=O)CCC(=O)OCC(=O)c2ccc(Oc3ccc([N+](=O)[O-])cc3)cc2)c(C)c1	5	29	2	10	16	-1	30*	-19	1.1
COc1ccccc1NC(=O)c1ccccc1S(=O)(=O)c1ccccc1[N+](=O)[O-]	3	-5	-4	-5	-14	12	-6	-1	0.4
Cn1cc(-c2nnnn2-c2ccc(Cl)cc2)c(C(F)(F)F)n1	6	-11	-4	0	2	-5	4	-7	1.7
COc1ccc(CNCCCNCc2ccc(OC)c(OC)c2)cc1OC	1	-4	-5	-4	·	9	-8	·	0.6
O=C(Nc1cc(Cl)ccc1F)C1=COCCO1	-1	4	-3	-15	-12	-17	2	5	0.4
CCOC(=O)C1(Cc2cccc(Cl)c2)CCCN(C(=O)c2cc(C)on2)C1 (stereo not given)	6	-11	-2	-5	·	-6	0	·	0.9
Cc1cc(=O)n2[nH]c(C)c(-c3ccccc3)c2n1	3	0	-5	2	-2	-2	-1	-11	0.3
CN(C(=O)c1cccc(NC(=O)Cc2ccc(NC(=O)C3CCN(C(=O)C4CCCC4)CC3)cc2)c1)C1CCCC1	0	-13	2	-18	·	10	-29	·	-0.4
c1ccc(Nc2c3c(nc4ncnn24)CCC3)cc1	1	20	-3	-1	0	-5	-12	-7	1.0
COc1ccccc1CCn1cnc2c3cc(C)ccc3n(C)c2c1=O	5	12	-1	3	-22	7	-6	-8	1.6
CCOc1nc(NC2CCCC2)nc(N2CCC(C)CC2)n1	18	-20	-3	2	-22	11	-6	-1	9.3
Cc1ccc(OC(=O)c2c(C)nn(-c3ccccc3)c2C)cc1	0	13	-4	3	-41	1	5	-19	0.3
Cc1ccc(NC(=O)COC(=O)C2CC(=O)N(Cc3ccccc3)C2)cc1S(=O)(=O)N(C)C (stereo not given)	0	-8	-4	-2	-19	21	-16	-14	0.4
CCN(CC)C(=O)c1cccc(-c2csc(C(NC(C)=O)c3cccc(OC)c3)n2)c1 (stereo not given)	1	-5	-3	21	·	-11	4	·	0.7
CCOC(=O)[C@]12CCC=C1N(Cc1cccc3ccccc13)C(=O)[C@H](CC(=O)N1CCN(C(=O)C3CC3)CC1)C2	-1	-13	·	·	·	21	-19	·	0.3
CCCOc1ccc(C2C(C(=O)c3ccc(C)o3)=C(O)C(=O)N2Cc2ccco2)cc1 (stereo not given)	2	-26	-4	-13	-24	20	-6	-6	0.8
O=C(NCc1cccs1)c1ccc2sc(COCCO)nc2c1	5	3	0	-14	·	3	-5	·	0.5
O=C(N/N=C\c1ccc(Br)o1)C1COc2ccccc2O1 (stereo not given)	2	1	-7	-4	-8	2	-8	1	0.6

Copied from the list:
M1 PAM parental with COc1ccc(CNCCCNCc2ccc(OC)c(OC)c2)cc1OC is entered as 9
TAAR1 ag with CCOc1ccccc1C(=O)N1CCCCC1C (stereo not given) is entered as 0
OXTR potentiator with Cc1nn(-c2ccc([N+](=O)[O-])cc2)c(N)c1-c1ccccc1 is entered as -6
CHO parental Ca with CCc1cc2c(SCC(=O)C(C#N)=C3N(C)c4ccccc4N3C)ncnc2s1 is entered as -12

Returning to the listing with the two entries that preceded the break.
SMILES	TAAR1 ag	TAAR1 antagonist	CHRM1 agonist	M1 antag	CHO parental Ca	M1 PAM parental	CHO-K1 Ca antag	OXTR potentiator	M1 ag parental
O=C(NCc1cccs1)c1ccc2sc(COCCO)nc2c1	5	3	0	-14	·	3	-5	·	0.5
O=C(N/N=C\c1ccc(Br)o1)C1COc2ccccc2O1 (stereo not given)	2	1	-7	-4	-8	2	-8	1	0.6
COc1ccc(Cl)cc1NC(=O)CN1C(=O)NC(Cc2c[nH]c3ccccc23)C1=O (stereo not given)	9	15	9	-7	-11	-26	11	-4	0.2
Cc1c(C(=O)N/N=C/c2ccc(-c3ccccc3[N+](=O)[O-])o2)sc(N)c1C#N	4	1	-5	7	0	16	-4	-3	3.7
COc1cc(-n2c(=O)c3ccccc3n(CC(=O)c3ccccc3)c2=O)cc(OC)c1OC	3	-9	-2	-5	-10	-17	6	3	0.2
FC(F)(F)c1cccc(Cc2noc(CN3CCCC(OCc4ccccn4)C3)n2)c1 (stereo not given)	3	-23	0	17	-22	-5	-5	-5	9.6
COCCn1nnnc1CN1CCSCC1	3	8	-2	-7	6	16	-13	-8	0.7
Cc1cc(C2(c3cc(C)c(NC(=O)CN4CCOCC4)c(C)c3)CCCCC2)cc(C)c1NC(=O)CN1CCOCC1	0	-4	·	·	-6	·	·	-1	·
Cc1ccc(NC(=O)c2ccc(S(=O)(=O)N3CCCC3)cc2)nc1	1	8	-4	-22	-7	-1	-7	-2	0.3
O=C(CSc1nnnn1C1CCCCC1)Nc1ccccc1N1CCOCC1	0	5	-3	9	-22	15	-8	10	0.7
CC1CCN(c2ccc(NC(=O)C3CCCN3S(=O)(=O)c3ccc(F)cc3)cc2)CC1 (stereo not given)	-1	7	-5	3	-15	4	-19	-2	2.0
Cc1ccc(C2C(C#N)=C3N=C(N)c4ccccc4N3C3=C2C(=O)CCC3)cc1 (stereo not given)	0	11	-1	-15	-20	7	-10	0	0.8
CC1=C(C(=O)Nc2ccccn2)C(c2ccc(N(C)C)cc2)n2ncnc2N1 (stereo not given)	4	-11	-3	-11	-3	2	-6	1	-0.2
COC(=O)c1cc(NS(=O)(=O)c2ccc(Cl)c(N3C(=O)c4ccc(C(=O)O)cc4C3=O)c2)cc(C(=O)OC)c1	-2	2	0	-8	-7	3	-20	-6	-0.2
COc1ccc(C)cc1NC(=O)C(Sc1nncn1C)c1ccccc1 (stereo not given)	2	3	-2	4	2	-14	-1	-12	-0.1
CCC1CCCCN1C(=S)Nc1ccc(SC(F)F)cc1 (stereo not given)	10	-2	-5	3	-1	3	0	-14	1.8
Cc1cccc(Oc2nc3ccccn3c(=O)c2/C=C(\C#N)C(=O)NC2CCS(=O)(=O)C2)c1 (stereo not given)	2	-35	-6	5	-22	10	-3	-7	0.9
O=C(NCc1cccs1)c1cnc(Cl)c(Cl)c1	1	4	-4	-11	-20	10	-16	-4	2.9
COc1cc(C(O)CO)ccc1OS(=O)(=O)O (stereo not given)	1	-13	-3	-28	1	-6	0	0	-0.2
CCCCOCC(O)CN1CCN(C(C)=O)CC1 (stereo not given)	9	7	0	-24	-4	8	-18	-6	0.8
c1ccc(-c2[nH]ncc2-c2nc3ccccc3[nH]2)cc1	5	3	-1	-34	-5	6	-5	-12	1.9
COc1ccccc1NC(=O)CSc1nnc(C2CCCCC2)n1C	0	2	0	-4	-22	-3	12	-6	-0.1
COc1ccccc1-c1csc(C(C)(O)c2cccc(F)c2)n1 (stereo not given)	-2	21	1	-10	·	14	-14	·	-0.1
Cc1ccc(-n2ccnc2SCC(=O)N(CC(C)C)C2CCS(=O)(=O)C2)c(C)c1 (stereo not given)	3	1	-3	-5	-16	11	-15	-12	0.5
O=S(=O)(Nc1ccc(S(=O)(=O)Nc2nccs2)cc1)c1ccc2c(c1)OCCO2	14	4	0	-2	-13	17	-3	-1	0.0
Cc1ccc(CNC(=O)CCSCc2cccc(F)c2)cc1	-1	-17	-8	-5	-11	-6	-14	0	0.7
CN(CC(=O)NCc1ccccc1Cl)S(=O)(=O)c1ccc2c(c1)n(C)c(=O)c(=O)n2C	2	-21	-3	-7	-10	-8	-6	-9	-0.1
The list continues.
SMILES	TAAR1 ag	TAAR1 antagonist	CHRM1 agonist	M1 antag	CHO parental Ca	M1 PAM parental	CHO-K1 Ca antag	OXTR potentiator	M1 ag parental
Cc1cc(C(F)(F)F)nn2cnnc12	18	5	-4	4	-2	-1	-5	-18	0.6
CCc1noc(C)c1C(=O)NC1CCCc2c1cnn2-c1cc(C)cc(C)c1 (stereo not given)	5	-3	-3	0	-21	15	-10	-10	3.8
COc1ccccc1CNC(=O)CN1C(=O)NC(c2ccccc2)(c2ccc(C)c(C)c2)C1=O (stereo not given)	1	6	-8	-9	·	8	-22	·	0.7
COc1ccc(CCNC(=O)NC23CC4CC(CC(C4)C2)C3)cc1	11	-1	-5	-3	-22	19	-13	-1	3.8
CC1CC(C)CN(S(=O)(=O)N2CCCC(C(=O)NCCc3ccc(Cl)cc3)C2)C1 (stereo not given)	5	-9	-3	-1	-26	-5	-11	-4	0.6
CC(C)(CNC(=O)c1ccc(Cl)c(S(=O)(=O)N2CCc3ccccc3C2)c1)N1CCOCC1	9	9	-10	17	-33	-1	5	-23	4.3
COc1cccc2c1C(=O)C=C(C)C2=O	3	0	-4	12	-2	17	-15	-4	2.6
O=C(c1cccc(F)c1)N1CCN(c2ccc([N+](=O)[O-])c3cccnc23)CC1	20	-13	-3	8	-10	1	-7	-10	3.1
Cn1c(CNC(=O)Nc2cccc(Cl)c2)nnc1SCc1ccccc1	12	13	0	2	21	18	11	-21	3.9
CCOc1ccc(OCC(=O)N2CCN(S(=O)(=O)c3ccccc3)CC2)cc1	3	-11	-2	0	·	1	11	·	2.8
Cc1ccc(-n2c(SCC(=O)N/N=C/c3c(C)nn(-c4ccccc4)c3C)nc3ccccc3c2=O)cc1	-1	-25	-10	-5	-14	16	-3	-4	0.1
Cc1cccc(N2CCN(C(=O)CCNC(=O)Cn3ccc4ccccc4c3=O)CC2)c1C	1	6	-3	-9	-4	13	4	-2	1.0
